Assay outcomes from PubChem.
Nrf2 inh: Nrf2 pathway inhibition | Potency, µM (series often up to 46 µM), for the others: top-dose activity change, negative = inhibition, usual class: inhibitors | A549 ARE-Fluc reporter, luciferase luminescence, 18-24 h | 360,000 tested, 2.1% active; note: potency is the fitted concentration of half-maximal effect; % is set by controls: 0 for no effect and ±100 for the full control effect; nearly all actives have a fitted effect of over 60% in size
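Cells were seeded and rested 2 h, then exposed to compounds for 18-24 h. CellTiter-Fluor was read first as a viability measure. BugLite was added 15 min before the final luminescent read of ARE-luciferase activity in A549 cells.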
Nrf2 ARE act: activators of Nrf2 (ARE) signaling; AID 624171; 410,000 tested, 0.31% active; Potency, µM (top dose mostly 46.1 µM), inactives show at the highest dose activation, usual class: activators; AREc32 ARE-luciferase reporter (MCF7-derived line), luminescence, 24 h; note: potency is the fitted concentration of half-maximal effect; % of control where 0% means no effect; nearly all actives have a fitted effect of over 65% in size
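ARE-driven firefly luciferase activity in AREc32 cells measured after a 24 hr compound exposure at 37 deg C, using Steady-Glo reagent and a 30 min room-temperature hold.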
Mm-Cpn inhibitor: M. maripaludis TRiC chaperonin inhibition. purified Mm-Cpn ATPase, ADP Transcreener TR-FRET. Potency, µM (doses to about 76.9 µM), for the others: at the top dose activity, negative = inhibition, most hits filed as inhibitors. 330,000 tested, 0.031% active. AID 504842; note: potency is the fitted concentration of half-maximal effect; % is set by controls: 0 for no effect and ±100 for the full control effect; nearly all actives have a fitted effect of over 80% in size
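Purified archaeal chaperonin (25 nM final) was preincubated with compound for 10 min at 37°C, then ATP (10 uM final) was added for 30 min at 37°C in Tris pH 7.4/KCl/MgCl2/DTT buffer. ADP was quantified by HTRF Transcreener TR-FRET.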
S2 tox: cell viability loss in ATXN counter-screen; S2 cells (HEK-293 line with an ATXN2-luciferase reporter) viability, CellTiter-Fluor protease fluorescence, 24 h; Potency, µM (titrated, usually from 56.7 µM), actives largely listed as cytotoxic; 400,000 tested, 0.49% active; note: potency is the fitted concentration of half-maximal effect; nearly all actives have a fitted effect of over 40% in size
pAkt inh: blocks phosphorylation of Akt. 360,000 tested, 0.32% active. Neuro2A IGF-stimulated pAkt S473 HTRF, 20 min; active compounds read low. activity change, % for hits at 50 µM; in the data active = activity change below about -80%; inconclusive = mostly about -51% to -80%; note: % is set by controls: 0 for no effect and ±100 for the full control effect
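Neuro2A cells in DMEM with 0.5% FBS, overnight at 37 deg C, given compound at single 50 µM final, then IGF (6 nM final) for 20 min at 37 deg C. Lysed; phospho-Akt Ser473 by HTRF after 24 h, 665/615 ratio.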
TGFb inhibitor: TGF-b pathway inhibition; HepG2 CAGA-GFP TGF-b/SMAD3 reporter, GFP fluorescence, 18 h; TGF-beta stimulated, 500 pg/mL final; Potency, µM (top dose mostly 46.1 µM), inactives show at the top dose activity, negative = inhibition, actives largely listed as inhibitors; 410,000 tested, 1.2% active; note: potency is the fitted concentration of half-maximal effect; % is set by controls: 0 for no effect and ±100 for the full control effect; nearly all actives have a fitted effect of over 65% in size
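Per well, imaged GFP fluorescence of HEPG2 CAGA-GFP cells gives the signal; cells get compound, then TGF-beta (500 pg/mL final), 18 h at 37 degrees C; %Activity versus -TGF-beta and +DMSO controls.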
A549 viability: A549 cytotoxicity, counter-screen for Nrf2 inhibitors | A549 ARE-Fluc cells, CellTiter-Fluor viability, 18-24 h | Potency, µM (series often up to 46 µM), for the others: top-dose activity change, negative = cytotoxicity, hits mostly inhibitors | 390,000 tested, 0.16% active | AID 504648; note: potency is the fitted concentration of half-maximal effect; % is set by controls: 0 for no effect and ±100 for the full control effect
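Cytotoxicity counterscreen: CellTiter-Fluor fluorescence was measured in A549 ARE_Fluc cells after 18-24 h of compound exposure in a concentration series. The subsequent BugLite luminescent read reports ARE-luciferase activity.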
HepG2 tox: kills HepG2 cells in TGF-b inhibitor counter-screen; Potency, µM (series often up to 46.1 µM), for the others: at the top dose activity change, negative = cytotoxicity, actives largely listed as cytotoxic; 410,000 tested, 0.76% active; HepG2 CAGA-GFP viability, ATP luminescence, 18 h; AID 588856; note: potency is the fitted concentration of half-maximal effect; some results filed as inactive show a strong effect at the top dose
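CellTiter-Glo luminescence gave cytotoxicity after 18 hours at 37 degrees C. The cells were HepG2 CAGA-GFP in 1% FBS DMEM, stimulated with 500 pg/mL TGF-beta after compound addition. %Activity was normalised to no-cell wells (complete cell-killing) and DMSO (no toxicity), and curves were fitted and classified.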
CCT modulator: changes cytosolic chaperonin activity. activity change, % (concentration not given with the values), hits read low. purified chaperonin ATPase assay, HTRF ADP detection, 30 min. AID 651819. 360,000 tested, 0.3% active; in the data active = activity change below about -30%; note: % is set by controls: 0 for no effect and ±100 for the full control effect
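TRiC at 40 or 20 nM final (batch-dependent) in 30 mM Tris pH 7.4, 100 mM KCl, 5 mM MgCl2, 1 mM DTT, with compound at single 76 uM and 10 uM ATP, 30 min at 37 deg C. ADP detected by HTRF Transcreener, 665/615 ratio.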
Active calls of the source: *; i = inactive; ? = inconclusive; · = no result given; & = joins results of further samples. Unless noted, calls come from the whole dose curve; as a rule, active = well fitted curve in the direction sought with a large enough effect; inconclusive = small, poorly fitted or top-dose-only effect, or another doubt; inactive = no such curve, though single readings can be large; an effect the other way counts as inactive or inconclusive.

Second line of a record – HepG2 tox	S2 tox	pAkt inh	Nrf2 inh	Mm-Cpn inhibitor	Nrf2 ARE act	TGFb inhibitor	A549 viability	CCT modulator
> COc1ccccc1C(=O)NC(=O)COC(=O)CN1C(=O)NC2(CCCCC2C)C1=O (centres undefined)
→ -1%	i	i	4%	0%	-0.5%	-2%	-4%	-1.7
> Cn1c(=O)n(C)c2cc(NS(=O)(=O)c3ccc(Br)cc3)c(NCc3ccccc3)cc21
→ -34%	?	·	-5%	·	25%	-14%	3%	·
> O=C(OC1CCOC1=O)C1CCN(S(=O)(=O)c2ccc(Cl)c(C(F)(F)F)c2)CC1 (centres undefined)
→ 1%	i	i	1%	2%	0.2%	22%	-9%	-2.5
> Cc1ccc(Cn2cc(CN3CC(N4CCN(Cc5cccc(C)c5)CC4)CS3(=O)=O)nn2)cc1 (centres undefined)
→ ·	i	i	·	·	4.6%	·	·	-1.5
> COc1ccc(-n2c(C)cc(/C=C3\C(=O)NN(c4ccccc4)C3=O)c2C)cc1
→ 9%	i	i	4%	-1%	-1.5%	1%	-13%	-2.0
> CC(=O)c1c(C)[nH]c(C(=O)Nc2ccc(C)c(C)c2)c1C
→ -6%	i	i	?	0%	2.9%	-2%	-1%	-0.3
> CCn1cc(Br)c(C(=O)Nc2ccc(Cl)cc2Cl)n1
→ -36%	i	i	?	2%	6.7%	1%	-1%	0.2
> CC(=O)OC/C=C(\C)CCC=C(C)C
→ -2%	i	i	11%	-2%	2.1%	3%	11%	0.3
> CCOC(=O)CSc1nc(-c2ccc(Cl)cc2)cc(C(F)(F)F)c1C#N
→ -13%	i	·	15%	·	18%	3%	0%	·
> CC(c1ccncn1)N(C)C(=O)c1ccc2oc(Cc3ccccc3)nc2c1 (centres undefined)
→ -20%	i	i	?	-1%	3.1%	1%	11%	-4.3
> COC(=O)c1ccc(Cn2nc(C)c([N+](=O)[O-])c2C)o1
→ 10%	i	i	0%	-2%	0.2%	8%	-8%	0.1
> COc1ccc(CC(=O)Nc2ccc(C(=O)Nc3ccccc3C(=O)O)cc2)cc1OC
→ 8%	i	i	?	1%	-0.5%	5%	-8%	-0.3
> N#Cc1ccc(CSc2nnc(-c3ccncc3)o2)cc1
→ 2%	i	i	-11%	0%	7.5%	6%	2%	-1.0
> O=C(CSc1nnc(-c2cccc(F)c2)o1)N1CCOCC1
→ -2%	i	i	?	1%	-0.5%	32%	-16%	-1.0
> O=C(COC(=O)/C=C/c1ccccc1Cl)NCc1ccco1
→ -6%	i	i	26%	-1%	10%	0%	3%	-11
> COc1cc(NC(=O)c2ccco2)c(C(=O)OCC(=O)Nc2ncc(Cl)cc2Cl)cc1OC
→ 0%	i	·	·	-2%	0.2%	9%	-3%	-0.2
> Cn1c(=O)[nH]c(=O)c2c1nc(N1CCCCCC1)n2CCSc1nc2ccccc2o1
→ 2%	i	i	-16%	0%	-1.1%	0%	5%	0.7
> CC(C)OCCCNC(=O)C(=O)Nc1c2c(nn1-c1ccccc1)CS(=O)(=O)C2
→ -1%	i	·	·	·	0.8%	-30%	0%	·
> Cc1cccc(C(=O)Nc2scc(-c3ccc(Br)cc3)c2C(=O)O)c1
→ -17%	?	i	12µM*	·	-0.7%	-3%	-15%	-4.8
> COC(=O)c1sc(S(=O)(=O)N2CCN(c3ccccc3)CC2)c(C(=O)OC)c1C
→ 0%	i	i	?	0%	-0.1%	-20%	-20%	-1.2
> Cc1ccccc1-c1nc(C(N)=O)c2c(n1)n(-c1ccc3c(c1)OCO3)c(=O)n2C
→ -14%	i	·	-15%	·	-0.2%	?	-23%	·
> O=C(Nc1ccc(Cl)cc1Cl)Nn1cnnc1
→ 1%	i	i	14%	0%	-0.3%	2%	-6%	0.5
> Cc1cc(NC(=O)COC(=O)c2ccc(S(=O)(=O)N3CCCc4ccccc43)cc2)no1
→ -12%	i	i	-14%	-1%	2.1%	13%	-1%	-1.9
> CCc1cc(=O)oc2c(C)c(OCC(=O)NCCCN3CCCC3=O)ccc12
→ 0%	i	i	-6%	2%	0.0%	1%	4%	-0.3
> O=C(NCc1cccc(F)c1)C1CCN(C(=O)c2sccc2-n2cccc2)CC1
→ -22%&-11%	?	i	1%&2%	2%	-0.9%&2.3%	-11%	1%&1%	1.6
> CN(C)C(=O)C1OC(C)(C)OC1C(=O)N(C)C (centres undefined)
→ 0%	i	i	5%	-1%	0.4%	5%	-2%	-1.6
> Cc1cc(C)cc(C(=O)OCC(=O)Nc2cccc(S(=O)(=O)NC3=NCCCCC3)c2)c1
→ -9%	i	i	23µM*	2%	1.5%	?	?	-2.1
> COc1cccc2cc(-c3nnc(SCC(=O)Nc4nc(C)cs4)n3C)oc12
→ -4%	i	i	?	2%	0.1%	8%	?	0.9
> Cc1ccc(F)cc1NC(=O)N1CCCN(c2ccc(C(F)(F)F)cn2)CC1
→ -20%	·	i	?	3%	-0.7%	-19%	-10%	-2.5
> COc1ccc(CCNC(=O)c2cc(-c3ccc(C)cc3O)n[nH]2)cc1OC
→ -2%	i	i	-19%	0%	-0.5%	-30%	-3%	-5.8

Compounds listed so far containing a cyano group, in the order listed:
Second line of a record – HepG2 tox	S2 tox	pAkt inh	Nrf2 inh	Mm-Cpn inhibitor	Nrf2 ARE act	TGFb inhibitor	A549 viability	CCT modulator
> CCOC(=O)CSc1nc(-c2ccc(Cl)cc2)cc(C(F)(F)F)c1C#N
→ -13%	i	·	15%	·	18%	3%	0%	·
> N#Cc1ccc(CSc2nnc(-c3ccncc3)o2)cc1
→ 2%	i	i	-11%	0%	7.5%	6%	2%	-1.0

(listing goes on)
Second line of a record – HepG2 tox	S2 tox	pAkt inh	Nrf2 inh	Mm-Cpn inhibitor	Nrf2 ARE act	TGFb inhibitor	A549 viability	CCT modulator
> CCc1ccc(N2CC(O)=C(c3nc4ccccc4c(=O)[nH]3)C2=N)cc1
→ 9%	i	i	0%	1%	-0.9%	-12%	2%	1.7
> CC(C)CCNC(=O)c1c[nH]c2ccc(S(=O)(=O)N3CCC4(CC3)OCCO4)cc2c1=O
→ 4%	i	i	14%	-4%	-0.1%	21%	4%	1.9
> Cc1nn(-c2ccccc2C(=O)O)c(=O)c2ccccc12
→ 8%	i	·	·	0%	-0.1%	-16%	0%	0.9
> NC(=O)c1ccc(Oc2ccc(Cl)c3ccccc23)c([N+](=O)[O-])c1
→ 0%	i	i	-6%	4%	4.7%	6%	-3%	0.2
> O=C(NCc1ccccc1)C1(C(F)(F)F)C/C(=C\CCO)CCCO1 (centres undefined)
→ -3%&4%	i	i	7%&15%	·	-1.4%	10%&2%	-1%&0%	-0.4
> Cc1nc2ccc(S(=O)(=O)NC(C(=O)NCc3ccco3)C(C)C)cc2s1 (centres undefined)
→ -7%	i	i	-14%	4%	0.0%	-4%	4%	-4.9
> CCC1Oc2ccccc2N(CC(=O)NCCCN2CCN(CC)CC2)C1=O (centres undefined)
→ 8%	i	i	8%	-1%	-0.3%	15%	2%	-0.7
> COCCCNC(=O)CC(c1cc(OC)c(OC)c(OC)c1)N1Cc2ccccc2C1=O (centres undefined)
→ 3%	i	·	20%	·	-0.8%	18%	0%	·
> CCOC(=O)Cn1c(C(=O)OCC)cc2sccc21
→ -19%	i	i	-1%	0%	1.1%	?	-6%	-0.1
> CSc1ccc(CNC(=O)C2Cc3cc(S(=O)(=O)N4CCCCC4)ccc3N2C(C)=O)cc1 (centres undefined)
→ -21%	i	i	3%	3%	-0.2%	0%	-1%	-0.3
> O=C(C1CCCN(S(=O)(=O)c2cccc3nonc23)C1)N1CCN(c2cccc(Cl)c2)CC1 (centres undefined)
→ -43%&-2%	?	i	?	1%	-0.3%&-0.8%	?	-5%&-4%	-1.0
> O=S(=O)(/N=C(/Nc1ccccn1)c1ccccc1)c1ccc(F)cc1
→ -1%	i	i	-1%	1%	2.5%	-8%	-5%	1.5
> CCN(CC)CCNc1nc(-c2ccc(OC)cc2)c(-c2ccc(OC)cc2)s1
→ -48%	i	i	13%	0%	6.1%	?	0%	0.1
> O=C(NCCOc1ccc(F)cc1)C1CCC(=O)N(CCCN2CCCC2=O)C1 (centres undefined)
→ -1%	i	i	2%	-2%	0.0%	2%	2%	0.1
> Cc1sc2ncnc(OCC(=O)N3CC(=O)Nc4ccccc43)c2c1C
→ -2%	i	i	-5%	0%	0.1%	?	-6%	-0.1
> C=CCNc1nc(Cl)nc(Nc2ccc(OC)cc2)n1
→ -3%	i	·	·	2%	2.0%	-6%	5%	-1.6
> COc1ccc(N2C(=O)CC(NCCNc3ccc([N+](=O)[O-])cn3)C2=O)cc1 (centres undefined)
→ -26%	i	i	-15%	0%	-0.4%	-16%	-11%	1.1
> Clc1ccc2oc(-c3cccnc3NCc3ccccc3)nc2c1
→ -13%	i	i	1%	4%	-0.8%	-8%	-4%	-2.0
> Cn1c2ccccc2c(=O)c2c(=O)n(C3CCCCC3)c(-c3cccs3)nc21
→ 1%	i	·	·	1%	5.0%	11%	-1%	-0.1
> O=C(O)C(c1ccccc1)N1CCCC1 (centres undefined)
→ 9%	?	i	?	1%	0.3%	-1%	-1%	-0.6
> O=S(=O)(c1ccccc1)N(CC(O)CN1CCCCC1)c1ccccc1 (centres undefined)
→ -3%	i	i	-4%	-1%	0.8%	-5%	2%	-2.1
> COc1ccc(C2=CC(=O)C[C@H](CN3C(=O)c4ccccc4C3=O)N(C(=O)OC(C)(C)C)O2)cc1
→ -31%	i	i	-2%	·	4.5%	?	?	-0.1
> CCOC(=O)C1=C(C)OC2(O)c3ccccc3C(=O)C12O (centres undefined)
→ -2%	i	i	-12%	-4%	24%	-15%	0%	0.1
> CC1CCN(CCNC(=O)CCS(=O)(=O)c2ccc(Br)cc2)CC1
→ 2%	i	i	·	-1%	0.5%	3%	6%	-0.6
